TRPC6 act = activates the mouse TRPC6 cation channel; HEK293-TRPC6 membrane potential dye fluorescence; hits give high values; B-score at 10 µM; AID 2550; 0.13% of 310,000 active;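 active = B-score of the integrated fluorescence ratio above library mean plus 3 SD, and starting fluorescence ratio within library mean plus 5 SD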;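 also: higher score means more depolarization so channel activation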
PolyA inh = inhibitors of polyadenylation in S. cerevisiae; 0.02% of 300,000 active; calls only at 12 µM; S. cerevisiae SKY197-pL101 polyadenylation reporter, beta-gal luminescence; efflux-impaired pdr1/pdr3 knockout yeast; score 100 = 6 SD above DMSO;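 active = lowest replicate activity score at least 50, where 100 means six control SD above control mean; inconclusive = lowest score under 50 but half or more replicates reach 50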;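 also: yeast exposed to compound for 9 h at 30 °C; higher score means more reporter readthrough which indicates perturbed polyadenylation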
TRPC4 agonist = TRPC4 (mouse) channel activation | Q9QUQ5 | HEK293 TRPC4beta/mu-opioid, Fluo4 calcium fluorescence; hits give high values | B-score at 10 µM | 0.49% of 310,000 active;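 active = B-score above 5 SD of library B-scores, and initial fluorescence ratio not above library mean plus 5 SD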;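 also: positive B-score marks a calcium rise read as TRPC4 activation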
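System: HEK293 cells stably co-expressing mouse TRPC4beta and mu-opioid receptor; Schedule: Fluo4 dye loading 45 min at room temperature, 110 s recording; Detection: Fluo4 fluorescence, kinetic; Evaluation: B-scored integrated calcium fluorescence ratio; Controls: buffer (low) and maximal DAMGO (high).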
MrgX1 ag = activates human MrgX1 receptor signaling | Q96LB2 | AID 588627 | B-score at 10 µM | 0.44% of 310,000 active | MrgX1-HEK293 cells, Fluo-4 calcium fluorescence, agonist mode; hits give high values;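 active = calcium response B-score plate-corrected fluorescence ratio at least 3 library SD, with starting fluorescence B-score inside 5 SD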
Target sequence (Q96LB2 whole entry, looked up): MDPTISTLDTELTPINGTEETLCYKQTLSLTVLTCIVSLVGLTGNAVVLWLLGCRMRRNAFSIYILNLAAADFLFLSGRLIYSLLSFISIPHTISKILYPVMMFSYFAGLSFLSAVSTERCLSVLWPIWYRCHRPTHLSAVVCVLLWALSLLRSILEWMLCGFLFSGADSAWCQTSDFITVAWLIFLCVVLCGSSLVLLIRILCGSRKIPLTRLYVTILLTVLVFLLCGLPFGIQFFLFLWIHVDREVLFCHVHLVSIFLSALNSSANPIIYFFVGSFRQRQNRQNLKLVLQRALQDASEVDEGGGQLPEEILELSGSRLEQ
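Material – MrgX1-expressing HEK293 cells · Input – 15,000 cells seeded per well · Dosing – compound as first of three additions · Times – overnight seeding, then 1 h dark dye loading · Measured by – kinetic Fluo-4 NW fluorescence of intracellular calcium · Read-out – B-scored fluorescence response ratio · Benchmarks – positive and negative control wells on each plate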
TRPC4 PAM = allosteric potentiators of mouse TRPC4 channel; B-score at 10 µM; HEK293 TRPC4beta/mu-opioid, DAMGO EC20, Fluo-4 Ca2+ flux; hits give high values; 0.42% of 310,000 active;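 active = B-score of calcium response area above 5 SD of library B-scores, with initial fluorescence ratio within 5 SD of library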;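 also: B-score of integrated fluorescence ratio over time as area under calcium response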
HIF activator = HIF pathway transcriptional activation. U2OS HRE-luciferase reporter, luminescence; normalized: DMSO 0%, desferrioxamine 100%. activation, % at 7.5 µM (by protocol). 0.32% of 300,000 active;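 active = mean activation of at least 10% of the iron chelator positive control signal, with at least half of replicates also reaching 10%; inconclusive = mean and replicate majority disagree about reaching 10%; inactive = mean and most replicates under 10%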
TRPC4 block = inhibitors of mouse TRPC4 channel. AID 2247. B-score at 10 µM. HEK293 TRPC4beta/mu-opioid, DAMGO-evoked Fluo4 calcium flux; hits give low values. Q9QUQ5. 0.39% of 300,000 active;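 active = B-score over 3 SD under the library average, no early fluorescence shift, positive overall ratio signal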
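material = TRPC4beta/mu-opioid receptor HEK293 cell line | probe or stimulus = sequential submaximal and maximal DAMGO stimulation | compound dosing = one concentration per compound | measured by = Fluo4 Ca2+ flux fluorescence | evaluation = integrated fluorescence ratio relative to baseline, converted to per-well B score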
MrgX1 antag = blocks BAM8-22 activation of human MrgX1 receptor. MRGX1-HEK293 calcium flux, Fluo-4, BAM8-22 antagonism; hits give low values. B-score at 10 µM. 1.3% of 310,000 active. AID 588676;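 active = calcium-response B-score plate-corrected more than 3 library SD below zero, starting fluorescence within 5 deviations, no agonist response on first addition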;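 also: peak minus trough fluorescence over baseline after final BAM8-22 challenge near maximal dose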
TRPC6 inh = blocks the mouse TRPC6 cation channel | Q61143 | HEK293-TRPC6, membrane potential dye, ACh-evoked depolarization; hits give low values | B-score at 10 µM | 1.1% of 310,000 active | AID 2553;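 active = B-score under library mean minus 3 SD, initial fluorescence not abnormally high, positive integrated signal ratio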;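 also: B-score derived from integrated fluorescence ratio over the kinetic read; more negative B-score means stronger inhibition of depolarization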
AI-2 QS mod = Vibrio harveyi AI-2 quorum sensing modulation. Vibrio harveyi JMH597 AI-2 luminescence/OD600 ratio, 9 h; hits give low values; strain lacks LuxN and CqsS sensors; 0 = neutral-control median. activity change, % at 7.5 µM. 0.4% of 300,000 active. AID 2094; in the data active = activity change below about -75%, passing the limit was not always enough; inconclusive = no clear call, values can overlap the other calls;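 also: luminescence divided by OD600 gain over 9 h not by final OD600 alone; inactives centre near 13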
MrgX1 allo act = allosterically activates human MrgX1 receptor signaling; B-score at 10 µM; 0.63% of 310,000 active; AID 588675; Q96LB2; MrgX1-HEK293, Fluo-4 calcium flux, FDSS; hits give high values;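 active = plate-corrected calcium response at least 3 library SD above typical, normal starting fluorescence, not activating the receptor alone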;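 also: compound read alongside a low EC10 to EC30 dose of BAM8-22 agonist; peak minus trough fluorescence over baseline measured at the second addition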
Active calls of the source: *; i = inactive; ? = inconclusive; . = not tested or not shown. This is a subset; count on the stated rates, not on these rows.

Every second line gives: TRPC6 act	PolyA inh	TRPC4 agonist	MrgX1 ag	TRPC4 PAM	HIF activator	TRPC4 block	MrgX1 antag	TRPC6 inh	AI-2 QS mod	MrgX1 allo act
1) CS(=O)(=O)N1CCCC(C(=O)c2cccc(Cl)c2)C1 (stereo not given)
→ i	i	i	i	i	-0.9	i	i	i	15	i
2) CC1(c2ccc3noc(-c4ccc(Cl)cc4)c3c2)OCCO1
→ i	i	i	i	i	0.1	i	i	i	-13	i
3) C=CCn1c(SCC(=O)Nc2ccc3c(c2)OCO3)nnc1-c1ccccc1O
→ i	i	i	i	i	-0.4	i	i	i	29	i
4) COc1cc(Cl)ccc1NC(=S)N(CCCN1CCOCC1)Cc1cn(C)c2ccccc12
→ i	i	i	i	i	-0.6	i	i	i	21	i
5) O=C(N1CCCC1)n1c(Cc2ccccc2)nc2ccccc21
→ i	i	i	i	i	0.0	i	i	i	25	i
6) COc1ccc(C(=O)OC(C(=O)c2ccccc2)c2ccccc2)cc1 (stereo not given)
→ i	i	i	i	i	-1.1	i	i	i	5	i
7) COc1ccccc1-n1c(SCC(=O)Nc2cccc(C)c2)nc2c(c1=O)SCC2
→ i	i	i	i	i	-0.2	i	i	i	21	i
8) COCCn1c(SCC(=O)Nc2cccc(S(N)(=O)=O)c2)nc2ccccc21
→ i	i	i	i	i	-0.2	i	i	i	12	i
9) CCc1cc2c(NCC(=O)O)ncnc2s1
→ i	i	i	i	i	-0.7	i	i	i	11	i
10) CC(=O)N(CCN(C(C)=O)c1ccccc1)c1ccccc1
→ i	i	i	i	i	-0.7	i	i	i	19	i
11) O=C(NCc1ccc(F)cc1)C1CCCN(S(=O)(=O)c2cccc3nonc23)C1 (stereo not given)
→ i	i	i	i	i	0.1	i	i	i	23	i
12) O=C(NCCOC12CC3CC(CC(C3)C1)C2)c1cccc(Br)c1
→ i	i	i	i	i	0.2	i	i	i	39	i
13) C=CCn1c(SCC(=O)Nc2cccnc2Cl)nnc1-c1ccccc1F
→ i	i	i	i	i	0.2	i	i	i	9	i
14) COc1ccc(C)cc1S(=O)(=O)N1CCN(S(=O)(=O)c2cc(C(=O)O)ccc2C)CC1
→ i	i	i	i	i	0.0	i	i	i	8	i
15) COc1ccc(OC)c(NC(=O)COC(=O)/C=C/c2c(C)nn(C3CCS(=O)(=O)C3)c2Cl)c1 (stereo not given)
→ i	i	i	i	i	-0.6	i	i	i	23	i
16) CCOC(=O)c1sc2ncn(C(CC)C(=O)OC)c(=O)c2c1C (stereo not given)
→ i	i	i	i	i	0.8	i	i	i	2	i
17) Cc1ccc(-c2ccc(CCC(=O)O)n2CC(=O)O)cc1
→ i	i	i	i	i	-0.2	i	i	i	14	i
18) Cc1ccc2c(c1)N(S(=O)(=O)c1ccc(F)cc1)C(C(C)(C)C)CO2 (stereo not given)
→ i	i	i	i	i	-0.1	i	i	i	12	i
19) CCN(CC)/C(N)=N/c1nc(C)cc(C)n1
→ i	i	i	i	i	-0.6	i	i	i	12	i
20) COc1ccc(NC(=O)CN(c2ccccc2)S(=O)(=O)N(C)C)cc1Cl
→ i	i	i	i	i	0.3	i	i	i	15	i
21) O=C(COC(=O)CNC(=O)c1ccco1)NCc1ccc(F)cc1
→ i	i	i	i	i	-0.7	i	i	i	19	i
22) COc1ccc2c(c1)c(CC(=O)Nc1cccc(S(N)(=O)=O)c1)c(C)n2C(=O)c1ccc(Cl)cc1
→ i	i	i	i	i	0.0	i	i	i	17	i
23) CCC(C)Sc1ccc([C@H]2N[C@@](Cc3ccccc3)(C(=O)OC)[C@H]3C(=O)N(CC)C(=O)[C@@H]23)cc1OC (stereo not given in full)
→ i	i	i	i	i	-0.1	i	i	i	-1	i
24) COc1ccc(N2CCN(C(=O)CCNC(=O)c3ccccc3)CC2)cc1
→ i	i	i	i	i	-0.5	i	i	i	27	i
25) COc1ccccc1NC(c1cccnc1)c1ccc2cccnc2c1O (stereo not given)
→ i	i	i	i	i	12*	i	i	i	20	i
26) C=CCOc1c(Br)cc(CNn2c(C)n[nH]c2=S)cc1OC
→ i	i	i	i	i	-1.1	i	i	i	13	i
27) COc1cccc(C(C(=O)NC2CCCC2)N(CCC(C)C)C(=O)CCC(=O)Nc2cc(C)on2)c1 (stereo not given)
→ i	i	i	i	i	-0.5	i	i	i	11	i
28) Cc1cccc(NC(=O)Cc2noc3ccccc23)c1
→ i	i	i	i	i	?	i	i	i	-43	i
29) O=C(COC(=O)c1ccccc1Oc1ccccc1)NC1CCS(=O)(=O)C1 (stereo not given)
→ i	i	i	i	i	-0.3	i	i	i	9	i
30) Cc1ccccc1C(=O)Nc1sc(C)c(C)c1C(=O)c1ccccc1
→ i	i	i	i	i	0.3	i	i	i	4	i
31) NS(=O)(=O)c1ccc(CCNC(=O)CSc2nc3ccsc3c(=O)n2CCCCCC(=O)O)cc1
→ i	i	i	i	i	-0.2	i	i	i	10	i
32) NS(=O)(=O)c1ccc(N/N=C2/CCCc3ccccc32)c([N+](=O)[O-])c1
→ i	i	i	i	i	0.4	i	i	i	22	i
33) O=C(COC(=O)c1ncc(Cl)c(Cl)c1Cl)NCCc1ccccc1
→ i	i	i	i	i	-0.2	i	i	i	7	i
34) Cc1ccnc(NS(=O)(=O)c2ccc(NC(=O)C3CCCCC3)cc2)n1
→ i	i	i	i	i	0.0	i	i	i	38	i
35) COC(=O)Cc1[nH]nc2c1C(C1C=CCCC1)C(C#N)=C(N)O2 (stereo not given)
→ i	i	i	i	i	0.2	i	i	i	31	i
36) CC1=CC(=Nc2c(C)n(C)n(-c3ccccc3)c2=O)C=C(C)C1=O
→ i	i	i	i	i	-0.7	i	i	i	37	i
37) COc1ccc(OCC(=O)NNC(=O)c2cccnc2)cc1
→ i	i	i	i	i	-0.6	i	i	i	19	i
38) COc1ccc(N(CC(=O)Nc2ccc3c(c2)OCO3)S(C)(=O)=O)c(OC)c1
→ i	i	i	i	i	-0.8	i	i	i	-10	i
39) Cc1ccc(Cn2c(C(C)Nc3nc(-c4ccc(F)cc4)cs3)nc3cc(C(=O)NCCCO)ccc32)cc1 (stereo not given)
→ i	i	i	i	i	0.3	i	i	i	19	i
40) CCCCOc1ccc(NC(=O)C2CC=CCC2C(=O)O)cc1 (stereo not given)
→ i	i	i	i	i	0.2	i	i	i	16	i
41) CC12COC3(C(=O)Nc4ccc(Cl)cc4)CC1CCC32C (stereo not given)
→ i	i	i	i	i	-0.1	i	i	i	18	31*
42) O=C(CSc1nnc(-c2ccccn2)o1)Nc1ccc(F)cc1
→ i	i	i	i	i	2.3	i	i	i	11	i
43) CN(CC(=O)NCc1ccncc1)S(=O)(=O)c1ccc(Cl)cc1
→ i	i	i	i	i	0.8	i	i	i	-2	i
44) CC(=O)Nc1ccc(NC(=O)CSc2ncc(C(=O)Nc3ccc(Cl)cc3)c(=O)n2C)cc1
→ i	i	i	i	i	1.5	i	i	i	3	i
45) O=C1CN(C(=O)CNCc2ccccc2)c2ccccc2N1
→ i	i	i	i	i	0.3	i	i	i	18	i
46) Cc1cccc(C(=O)Nc2sc(C)c(-c3ccccc3)c2C#N)c1
→ i	i	i	i	i	1.7	i	i	i	24	i
47) COc1ccc(NC(=O)C2CCN(S(=O)(=O)c3c(C)noc3/C=C/N(C)C)CC2)cc1
→ i	i	i	i	i	0.0	i	i	i	6	i
48) CCN1CCN(c2cc(C)c3cc(NC(=S)N4CCCC4)ccc3n2)CC1
→ i	i	i	i	i	1.2	i	i	i	8	i
49) O=C(CSc1nc(=O)n(CCCN2CCOCC2)c2c1CCCC2)Nc1cccc(Cl)c1
→ i	i	i	i	i	0.1	i	i	i	16	i
50) Cc1sc(NC(=O)C2CCCCC2C(=O)O)c(C(N)=O)c1-c1ccc(C(C)C)cc1 (stereo not given)
→ i	i	i	54*	i	0.2	i	i	i	23	i
51) O=C(CCn1cnnn1)Nc1ccc(Cl)cc1Cl
→ i	i	i	i	i	0.1	i	i	i	12	i
52) CC1CCN(CCOc2ccc(Cl)c(Cl)c2)CC1
→ i	i	i	i	i	-2.4	i	i	i	19	i
53) O=C(CCCn1c(SCc2cccc(F)c2)nc2ccccc2c1=O)NCC1CCCO1 (stereo not given)
→ i	i	i	i	i	-0.5	i	-5.2*	i	26	i
54) CC(C(=O)NC1CCCCC1)N1C(=O)C2C3C=CC(C3)C2C1=O (stereo not given)
→ i	i	i	i	i	-0.1	i	i	i	20	i
55) Cc1ccc(S(=O)(=O)c2cc3c(=O)n4ccccc4nc3n(Cc3ccco3)c2=N)cc1
→ i	i	i	i	i	0.2	i	-4.6*	i	8	i
56) O=C(CSc1nncn1-c1ccccc1)Nc1cc(Cl)cc(Cl)c1
→ i	i	i	i	i	0.5	i	i	i	14	i
57) Cn1cccc1/C=N/N1CCN(Cc2cccc3ccccc23)CC1
→ i	i	i	i	i	0.3	i	i	i	12	i
58) CC(=O)N(C(C)=O)c1nc(-c2ccccc2)cn1/N=C/c1ccccc1
→ i	.	i	i	i	-0.3	i	i	i	3	i
59) COC(=O)N/N=C\c1ccc(OC(=O)c2ccco2)cc1
→ i	i	i	i	i	-0.2	i	i	i	14	i
60) CC(=O)c1cc2c(cc1NC(=O)c1ccco1)OCCO2
→ i	i	i	i	i	0.5	i	i	i	3	i
61) COC(=O)[C@H](C)NC(=O)Nc1ccc(C)c(C)c1
→ i	i	i	i	i	-0.2	i	i	i	29	i
62) CC(=O)N/C(=C/c1cccnc1)C(=O)Nc1ccc(Cl)cc1
→ i	i	i	i	i	0.2	i	i	i	4	i

Source: PubChem BioAssay
